Compound activity (PubChem)
HIV fusion peptide – inhibitors of HIV fusion peptide binding, primary screen, biochemical, uHTS, fluorescence dequenching (AID 1986); inhibition, % at 20 µM, or IC50 in µM where a hit was titrated; cell-free peptide binding, fluorescence dequenching, 30 min; higher % means a stronger effect; 290,000 tested, 0.3% active; in the data active = inhibition mostly above about 52%, no sharp cut-off; inactive = mostly below about 76%; also: some results filed as inactive read as strong as hits
NOD2 inhibition – inhibition of NOD2-driven NF-kB reporter – cell-based, luminescence, uHTS, HEK293 (AID 1566); HEK293 NOD2/NF-kB luciferase reporter, luminescence; higher % means a stronger effect; inhibition, % at 4 µM; hits with a dose series show EC50 in µM; 290,000 tested, 0.63% active; also: many of its hits are not listed in these tables
AID2073 – inhibitors of Mint1-CaV2.2 protein interaction, biochemical, HTRF (AID 2073); HTRF protein-protein interaction, Mint1-CaV2.2; higher % means a stronger effect; inhibition, % at 20 µM, or IC50 in µM where a hit was titrated; 290,000 tested, 0.19% active; in the data active = inhibition mostly above about 51%, no sharp cut-off; inconclusive = no clear call, values can overlap the other calls; inactive = mostly below about 53%; also: some results filed as inactive read as strong as hits
XIAP antagonists – small molecules displacing peptide from XIAP – biochemical, IAP family, fluorescence polarization (AID 1018); displacement, % at 20 µM; hits with a dose series show IC50 in µM; 200,000 tested, 0.007% active; XIAP BIR domain, fluorescence polarization peptide displacement; higher % means a stronger effect; in the data active = displacement above about 50%; also: a part of the inactive calls stands beside numbers as strong as those of hits
NS5 inhibitors – flavivirus cap methylation enzyme inhibition – biochemical, confirmation dose response, primary screen (AID 588689) | Dengue-2 NS5 methyltransferase capping enzyme assay, biochemical; higher % means a stronger effect | inhibition, % at 25 µM, or IC50 in µM where a hit was titrated | 340,000 tested, 0.3% active; in the data active = a potency from the dose series; inconclusive = inhibition above about 29% without an active follow-up result
Hep lipid drop – hepatic lipid droplet formation modulation; AML12 mouse hepatocytes, oleate lipid droplets, BODIPY imaging; inhibition, % at 6.5 µM; AID 1656; 240,000 tested, 0.4% active;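 active = lipid droplet intensity inhibited by at least 50%, with more than 500 cells counted; inconclusive = wells with under 300 cells, treated as cytotoxic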
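Technique: fluorescence imaging, 20x objective, two fields per well / Assay system: AML12 hepatocytes (mouse) / Measure: % inhibition of lipid droplet signal / Doses: 6.5 µM single-point dosing / Incubation: overnight exposure / Reagent: 100 µM oleic acid challenge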
LYP phosphatase – inhibitors of LYP phosphatase, biochemical, fluorescence intensity, uHTS (AID 1779) | recombinant LYP phosphatase, fluorescence intensity; higher % means a stronger effect | inhibition, % at 11.5 µM; hits with a dose series show IC50 in µM | 290,000 tested, 0.054% active;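 also: plate controls were vehicle with enzyme for no effect and no enzyme for full effect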
Siah-1 displacement – Siah-1 peptide-binding antagonists, primary screen, biochemical, fluorescence polarization, rhodamine-plectin, uHTS (AID 1817). Siah-1 / rhodamine-plectin peptide fluorescence polarization; higher % means a stronger effect. 290,000 tested, 0.02% active. displacement, % at 20 µM, or IC50 in µM where a hit was titrated;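 active = displacement of at least 50% at 20 µM, with a fluorescence ratio check between 0.3 and a set limit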;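 also: plate controls were Siah plus tracer with DMSO for no effect and tracer alone without Siah for full effect; strong numbers were not always called active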
Myeloid diff 2 – compounds promoting myeloid differentiation; ER-HoxA9 myeloid progenitors, lysozyme-GFP differentiation, flow cytometry; calls only at 10 µM; 360,000 tested, 1% active;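 active = normalized GFP-positive differentiation at or above the plate's own cutoff, the solvent-only control mean plus 3 SD; inconclusive = no clear call, values can overlap the other calls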;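 also: cells exposed to compound for four days before flow analysis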
Hep lipid drop cells 6.5 µM – further read-out of Hep lipid drop, marked with its call; cell count; measured here: cell count, cytotoxicity flag;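 cells counted across two imaged fields per well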
Myeloid diff 2 GFP+ MAC1+ % – recorded beside Myeloid diff 2, whose call it bears; GFP+ MAC1+ double positive, %; measured here: differentiation confirmed by MAC1 staining
* marks the source's active call; other numbers are inactive results. Rule as the data show it, unless noted: active = inhibition above about 50%; inactive = the rest. A portion of the library; the hit share may differ from the screen's.

`CCOC(=O)C1=C(CSc2nc(CC)c(C)cc2C#N)OC(N)=C(C#N)C1c1ccc(OC)cc1` (configuration not stated) gave HIV fusion peptide 13%, NOD2 inhibition 7%, AID2073 25%, XIAP antagonists -6.0%, NS5 inhibitors -11%, Hep lipid drop -6, LYP phosphatase 0%, Siah-1 displacement 1%, Myeloid diff 2 active, Hep lipid drop cells 6.5 µM 718 and Myeloid diff 2 GFP+ MAC1+ % 1.2*.
CC(C)c1cc(C(=O)N/N=C/C(Br)=C/c2ccccc2)n[nH]1 was read as HIV fusion peptide -2.2%, NOD2 inhibition 4%, AID2073 -4%, NS5 inhibitors -9%, Hep lipid drop -25, LYP phosphatase -2%, Siah-1 displacement -2%, Myeloid diff 2 inconclusive and Hep lipid drop cells 6.5 µM 728.
`Cn1c(SCC(=O)N/N=C/c2cccs2)nc2ccccc21` gave HIV fusion peptide -1.0%, NOD2 inhibition 1%, AID2073 3%, XIAP antagonists -1.8%, NS5 inhibitors -10%, Hep lipid drop -23, LYP phosphatase 1%, Siah-1 displacement 3%, Myeloid diff 2 inactive, Hep lipid drop cells 6.5 µM 709 and Myeloid diff 2 GFP+ MAC1+ % 6.9.
COc1cccc(/C=C/C(=O)N2CCN(S(=O)(=O)c3ccccc3)CC2)c1OC was read as HIV fusion peptide 0.0%, NOD2 inhibition 14%, AID2073 20%, NS5 inhibitors -1%, Hep lipid drop -1, LYP phosphatase -1%, Siah-1 displacement 5%, Myeloid diff 2 inactive, Hep lipid drop cells 6.5 µM 685 and Myeloid diff 2 GFP+ MAC1+ % 0.1.
Screening C=CCNc1nc(Nc2ccc(-c3nc4ccccc4o3)cc2)nc(N2CCOCC2)n1 returned HIV fusion peptide -0.8%, NOD2 inhibition -2%, AID2073 29%, XIAP antagonists 3.0%, NS5 inhibitors 1%, Hep lipid drop 24, LYP phosphatase 3%, Siah-1 displacement 3%, Myeloid diff 2 inactive, Hep lipid drop cells 6.5 µM 853 and Myeloid diff 2 GFP+ MAC1+ % 8.1.
For CCOc1ccc(OCC)c(NC(=O)CN2CCN(c3ccc(C)cc3C)CC2)c1 the results were HIV fusion peptide 1.2%, NOD2 inhibition -4%, AID2073 2%, XIAP antagonists -2.4%, NS5 inhibitors -15%, Hep lipid drop 7, LYP phosphatase -2%, Siah-1 displacement 3%, Myeloid diff 2 inactive, Hep lipid drop cells 6.5 µM 694 and Myeloid diff 2 GFP+ MAC1+ % 0.9.
For Cc1cc(-c2ccc(/C=N/n3cnnc3)o2)c([N+](=O)[O-])cc1C the results were HIV fusion peptide 3.7%, NOD2 inhibition -24%, AID2073 -6%, XIAP antagonists -2.9%, NS5 inhibitors -4%, LYP phosphatase -3%, Siah-1 displacement -3%, Myeloid diff 2 inactive and Myeloid diff 2 GFP+ MAC1+ % 1.3.
O=C(NCCc1ccccc1)C1CCN(C(=O)N2CCOc3ccccc32)CC1 was read as HIV fusion peptide -0.2%, NOD2 inhibition -3%, AID2073 0%, NS5 inhibitors 2%, Hep lipid drop 0, LYP phosphatase -12%, Siah-1 displacement 4%, Myeloid diff 2 inactive, Hep lipid drop cells 6.5 µM 733 and Myeloid diff 2 GFP+ MAC1+ % 2.3.
CC1=C(C)C(=O)C(CCCCC#CCCCC#CCO)=C(C)C1=O was read as HIV fusion peptide 20%, NOD2 inhibition 8%, AID2073 -1%, XIAP antagonists -4.9%, NS5 inhibitors -5%, Hep lipid drop -26, LYP phosphatase -4%, Siah-1 displacement 6%, Myeloid diff 2 inactive, Hep lipid drop cells 6.5 µM 726 and Myeloid diff 2 GFP+ MAC1+ % 1.3.
Nc1nc(-c2ccccc2)[nH]c(=O)c1N was read as HIV fusion peptide 1.1%, NOD2 inhibition 14%, AID2073 5%, XIAP antagonists 0.5%, NS5 inhibitors 2%, Hep lipid drop -6, LYP phosphatase -6%, Siah-1 displacement 6%, Myeloid diff 2 inactive, Hep lipid drop cells 6.5 µM 675 and Myeloid diff 2 GFP+ MAC1+ % 0.4.
Screening O=C(Nc1ccc(Oc2ccccc2)cc1)c1ccc(Cn2c(=O)[nH]c3ccsc3c2=O)cc1 returned HIV fusion peptide -0.4%, NOD2 inhibition 15%, AID2073 15%, XIAP antagonists -4.8%, NS5 inhibitors 1%, LYP phosphatase -7%, Siah-1 displacement 19%, Myeloid diff 2 inactive and Myeloid diff 2 GFP+ MAC1+ % 5.3.
Cc1c(C(=O)Nc2cccc(N(C)S(C)(=O)=O)c2)cccc1[N+](=O)[O-] was read as HIV fusion peptide -1.0%, NOD2 inhibition -7%, AID2073 5%, XIAP antagonists -22%, NS5 inhibitors -2%, Hep lipid drop -8, LYP phosphatase -1%, Siah-1 displacement 1%, Myeloid diff 2 inactive, Hep lipid drop cells 6.5 µM 709 and Myeloid diff 2 GFP+ MAC1+ % 0.2.
N#Cc1ccc(/C=C/C(=O)c2cccnc2)cc1 was read as HIV fusion peptide -1.7%, NOD2 inhibition 18%, AID2073 28%, XIAP antagonists -8.0%, NS5 inhibitors -56%, Hep lipid drop 10, LYP phosphatase 5%, Siah-1 displacement 3%, Myeloid diff 2 inconclusive and Hep lipid drop cells 6.5 µM 683.
O=c1c2ccccc2nc(N2CCN(c3ccccc3)CC2)n1Cc1ccccc1 was read as HIV fusion peptide 1.5%, NOD2 inhibition 4%, AID2073 2%, XIAP antagonists -2.7%, NS5 inhibitors -1%, LYP phosphatase 0%, Siah-1 displacement -1%, Myeloid diff 2 inactive and Myeloid diff 2 GFP+ MAC1+ % 4.4.
Cc1cc(NC(=O)CSc2cn(C)c3ccccc23)no1 was read as HIV fusion peptide 1.0%, NOD2 inhibition -10%, AID2073 -11%, XIAP antagonists 0.0%, NS5 inhibitors 3%, LYP phosphatase -5%, Siah-1 displacement 1%, Myeloid diff 2 inactive and Myeloid diff 2 GFP+ MAC1+ % 6.2.
`Cc1cccc(OCCCn2c(CCNC(=O)C(C)C)nc3ccccc32)c1` gave HIV fusion peptide 4.9%, NOD2 inhibition -6%, AID2073 8%, XIAP antagonists -3.9%, NS5 inhibitors -4%, Hep lipid drop -10, LYP phosphatase -1%, Siah-1 displacement 0%, Myeloid diff 2 inactive, Hep lipid drop cells 6.5 µM 716 and Myeloid diff 2 GFP+ MAC1+ % 1.1.
`COc1ccc(C2=NN(C(=O)CCC(=O)O)C(c3ccccc3F)C2)cc1` (configuration not stated) gave HIV fusion peptide 1.4%, NOD2 inhibition 0%, AID2073 -1%, LYP phosphatase -11%, Siah-1 displacement 6%, Myeloid diff 2 inactive and Myeloid diff 2 GFP+ MAC1+ % 0.0.
Screening O=C(N/N=C/c1ccco1)C1CC(=O)N(c2ccccc2)C1 (configuration not stated) returned HIV fusion peptide 1.5%, NOD2 inhibition 7%, AID2073 11%, XIAP antagonists -5.4%, NS5 inhibitors -7%, Hep lipid drop -13, LYP phosphatase -11%, Siah-1 displacement 3%, Myeloid diff 2 inactive, Hep lipid drop cells 6.5 µM 671 and Myeloid diff 2 GFP+ MAC1+ % 0.1.
For Cc1ccc(Oc2nccc(-c3ccc(Cl)cc3)n2)cc1 the results were HIV fusion peptide 2.1%, NOD2 inhibition 0%, AID2073 19%, XIAP antagonists -2.3%, NS5 inhibitors -4%, Hep lipid drop 10, LYP phosphatase 0%, Siah-1 displacement -5%, Myeloid diff 2 inactive, Hep lipid drop cells 6.5 µM 669 and Myeloid diff 2 GFP+ MAC1+ % 0.9.
For O=C(N/N=C/c1ccccc1)c1c(O)c2ccccc2[nH]c1=O the results were HIV fusion peptide 1.4%, NOD2 inhibition -34%, AID2073 -1%, XIAP antagonists -0.7%, NS5 inhibitors 1%, Hep lipid drop 34, LYP phosphatase -5%, Siah-1 displacement 5%, Myeloid diff 2 inactive, Hep lipid drop cells 6.5 µM 648 and Myeloid diff 2 GFP+ MAC1+ % 0.2.
O=C(CN1CCN(Cc2ccc(F)cc2)CC1)NCc1ccccc1 was read as HIV fusion peptide -0.8%, NOD2 inhibition -3%, AID2073 7%, NS5 inhibitors 7%, Hep lipid drop 1, LYP phosphatase -8%, Siah-1 displacement -1%, Myeloid diff 2 inactive, Hep lipid drop cells 6.5 µM 859 and Myeloid diff 2 GFP+ MAC1+ % 0.6.
`COc1ccc(C2CC(c3ccc(OC)cc3OC(C)=O)=NN2C(=O)c2ccccc2)cc1` (configuration not stated) gave HIV fusion peptide -0.2%, NOD2 inhibition 20%, AID2073 -5%, NS5 inhibitors 3%, Hep lipid drop 2, LYP phosphatase -1%, Siah-1 displacement 2%, Myeloid diff 2 inactive, Hep lipid drop cells 6.5 µM 427 and Myeloid diff 2 GFP+ MAC1+ % 0.3.
Screening CC(C)(C)OC(=O)NC(Cc1ccccc1)C(=O)NCCCC(=O)O (configuration not stated) returned HIV fusion peptide 0.4%, NOD2 inhibition 9%, AID2073 9%, NS5 inhibitors 3%, Hep lipid drop -1, LYP phosphatase -1%, Siah-1 displacement 5%, Myeloid diff 2 inactive, Hep lipid drop cells 6.5 µM 768 and Myeloid diff 2 GFP+ MAC1+ % 0.3.
O=C(NNC1=Nc2cccc3cccc1c23)c1ccccc1Br was read as HIV fusion peptide -3.9%, NOD2 inhibition -2%, AID2073 -6%, XIAP antagonists -21%, NS5 inhibitors 1%, Hep lipid drop -7, LYP phosphatase -4%, Siah-1 displacement -5%, Myeloid diff 2 inactive, Hep lipid drop cells 6.5 µM 545 and Myeloid diff 2 GFP+ MAC1+ % 0.7.
`Cc1nnc(N2CCCC(C(=O)NCc3cccc(F)c3)C2)c2nn(-c3ccccc3)c(C)c12` (configuration not stated) gave HIV fusion peptide 2.3%, NOD2 inhibition 25%, AID2073 4%, NS5 inhibitors -6%, Hep lipid drop 3, LYP phosphatase 2%, Siah-1 displacement 2%, Myeloid diff 2 inactive, Hep lipid drop cells 6.5 µM 658 and Myeloid diff 2 GFP+ MAC1+ % 0.3.
Screening C=CCn1c(=NC(=O)c2cccs2)sc2cc(NC(C)=O)ccc21 returned HIV fusion peptide 1.3%, NOD2 inhibition -34%, AID2073 30%, XIAP antagonists -3.1%, NS5 inhibitors 0%, Hep lipid drop 2, LYP phosphatase -5%, Siah-1 displacement 11%, Myeloid diff 2 inactive, Hep lipid drop cells 6.5 µM 721 and Myeloid diff 2 GFP+ MAC1+ % 2.6.

Copied from the entries so far (two entries):
`Cc1nnc(N2CCCC(C(=O)NCc3cccc(F)c3)C2)c2nn(-c3ccccc3)c(C)c12` (configuration not stated) gave HIV fusion peptide 2.3%, NOD2 inhibition 25%, AID2073 4%, NS5 inhibitors -6%, Hep lipid drop 3, LYP phosphatase 2%, Siah-1 displacement 2%, Myeloid diff 2 inactive, Hep lipid drop cells 6.5 µM 658 and Myeloid diff 2 GFP+ MAC1+ % 0.3.
Screening C=CCn1c(=NC(=O)c2cccs2)sc2cc(NC(C)=O)ccc21 returned HIV fusion peptide 1.3%, NOD2 inhibition -34%, AID2073 30%, XIAP antagonists -3.1%, NS5 inhibitors 0%, Hep lipid drop 2, LYP phosphatase -5%, Siah-1 displacement 11%, Myeloid diff 2 inactive, Hep lipid drop cells 6.5 µM 721 and Myeloid diff 2 GFP+ MAC1+ % 2.6.
